Source: PubChem BioAssay
KCNQ2 inh – KCNQ2 channel blockers in CHO-K1 cells – cell-based, FluxOR thallium flux, B-score, primary screen (AID 2156) | O88943 | 20 min; stronger effect = lower value | B-score at 10 µM | actives 1.1% (n = 310,000);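 active = fluorescence ratio B-score at most minus 3 library SDs, with starting brightness B-score within 2 library SDs, cut at about -5.5 in these data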
Target sequence (O88943 whole entry, looked up): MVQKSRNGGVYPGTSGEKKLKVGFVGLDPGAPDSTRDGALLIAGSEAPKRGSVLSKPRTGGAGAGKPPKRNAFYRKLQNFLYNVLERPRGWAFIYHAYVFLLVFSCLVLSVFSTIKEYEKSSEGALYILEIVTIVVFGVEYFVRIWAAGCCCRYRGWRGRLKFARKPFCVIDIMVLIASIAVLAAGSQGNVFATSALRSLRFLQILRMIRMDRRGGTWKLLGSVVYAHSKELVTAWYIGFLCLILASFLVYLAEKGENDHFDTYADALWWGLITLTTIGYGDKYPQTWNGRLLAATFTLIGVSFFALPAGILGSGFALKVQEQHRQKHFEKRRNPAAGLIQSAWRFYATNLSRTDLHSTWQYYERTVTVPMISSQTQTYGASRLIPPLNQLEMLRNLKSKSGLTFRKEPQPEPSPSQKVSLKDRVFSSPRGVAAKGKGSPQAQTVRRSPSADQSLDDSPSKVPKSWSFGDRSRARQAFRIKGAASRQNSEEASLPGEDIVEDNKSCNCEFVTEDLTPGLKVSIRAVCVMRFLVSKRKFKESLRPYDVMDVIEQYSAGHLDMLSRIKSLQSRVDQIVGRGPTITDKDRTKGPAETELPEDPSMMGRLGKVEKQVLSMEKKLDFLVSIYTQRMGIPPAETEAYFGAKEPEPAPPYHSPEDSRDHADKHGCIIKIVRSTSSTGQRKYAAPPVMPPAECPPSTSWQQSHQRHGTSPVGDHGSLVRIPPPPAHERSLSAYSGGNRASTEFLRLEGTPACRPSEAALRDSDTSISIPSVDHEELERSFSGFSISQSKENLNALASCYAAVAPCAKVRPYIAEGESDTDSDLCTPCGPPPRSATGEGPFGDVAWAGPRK
CHT block – inhibitors of human choline transporter CHT. Q9GZV3. CHT-expressing cells, membrane potential dye, choline response; stronger effect = lower value. B-score at 10 µM. actives 0.86% (n = 310,000);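 active = B-score over 3 SD under the library average, and starting fluorescence ratio not unusually high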;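 note: choline stimulus applied at its EC90 after an EC20 pre-addition; B-score computed on integrated fluorescence ratio after choline addition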
* hit, by the source's call; i = inactive. This is a random part of the collection; any-hit rate near 1.9%.

entry	canonical_smiles	KCNQ2 inh	CHT block
1	CC1(c2ccc([N+](=O)[O-])cc2)NC(=O)N(CC(=O)Nc2ccc(N3CCCCC3)cc2)C1=O (configuration not stated)	i	i
2	O=C(O)CCCNS(=O)(=O)c1ccc2ccccc2c1	i	i
3	COc1ccc(-c2cc(-c3ccccc3)nc(SCC(=O)Nc3nccs3)c2C#N)cc1	i	i
4	COCCn1nnnc1C(c1cccc(OC)c1OC)N1CCN(C(=O)c2ccco2)CC1 (configuration not stated)	i	i
5	CC(=O)Nc1ccc(N2C(=O)CSC2c2cccc(Br)c2)cc1 (configuration not stated)	i	i
6	Cc1ccc(-c2nn3cnnc3c3ccccc23)cc1	i	i
7	COc1ccccc1NS(=O)(=O)c1cccc2nsnc12	i	i
8	COc1cc(/C=C(/C#N)c2ccc(C)cc2)ccc1Oc1ccc([N+](=O)[O-])cn1	i	i
9	CCOC(=O)c1c(NC(=O)Cc2ccccc2)sc2c1CCN(CC)C2	i	i
10	CCN(CC)C(=O)CN1C(=O)C(=O)c2ccccc21	i	i
11	COc1cc(CNc2ccc(CNc3ncn[nH]3)cc2)cc(Cl)c1OCc1ccccc1	i	i
12	COc1cccc(NC(=O)CCSc2ccc(C)cc2)c1	i	i
13	CCC(C)NC(=O)NC(=O)N(C1CCCCC1)S(C)(=O)=O (configuration not stated)	i	i
14	CCCC(=O)Nc1ccc(C(=O)Nc2cc(C(F)(F)F)ccc2Cl)cc1	i	i
15	COc1cc(NC(=O)c2ccccc2Cl)ccc1NC(=O)c1cccs1	i	i
16	Cc1cccc(N(CC(=O)NC2CCCCC2)C(=O)c2ccc(C)s2)c1	i	i
17	CN(C)CCC1CCN(c2cc(C#N)c(C#N)cc2[N+](=O)[O-])CC1	i	i
18	O=C(COC(=O)/C=C/c1cccc([N+](=O)[O-])c1)NCC1CCCO1 (configuration not stated)	i	i
19	CCC(C)NS(=O)(=O)c1ccc(NC(C)=O)cc1 (configuration not stated)	i	i
20	CCn1ncc(Br)c1C(=O)Nc1c(C)nn(Cc2c(F)c(F)c(F)c(F)c2F)c1C	i	i
21	C=CCn1c(SCCOc2ccc(OC)cc2)nnc1C(CO)NC(=O)c1ccc(OC)cc1 (configuration not stated)	i	i
22	C/C(=N\NC(=O)c1ccc(Cl)cc1)c1cccc(NC(=O)C(C)C)c1	i	i
23	O=C(COC(=O)C1CC(=O)N(c2nc(-c3ccccc3)cs2)C1)c1ccccc1 (configuration not stated)	i	i
24	COc1cccc(OCc2cc(C(=O)N(C)CCOc3ccc(C)cc3)no2)c1	i	i
25	C=CCOC(=O)C1=C[C@@H](c2ccc3c(c2)OCO3)C[C@@H](OCCCCO)O1	i	i
26	CCOC(=O)c1c(NC(=O)CN2C(=O)NC3(CCCCC3C)C2=O)sc(C)c1C (configuration not stated)	i	i
27	Cc1cc(C)c2nc(N3CCCC(C(=O)NC4CCCC4)C3)sc2c1 (configuration not stated)	i	i
28	COCCn1c(-c2ccc(SC)cc2)nc2c1c(=O)[nH]c(=O)n2CC(C)C	i	i
29	Cc1occc1C(=O)Nc1ccccc1NC(=O)c1ccoc1C	i	i
30	C(=N\n1cnnc1)/c1ccc(N2CCOCC2)s1	i	i
31	CCSc1nnc(NC(=O)CSc2nnc(C)c(=O)n2N)s1	i	i
32	O=C(c1ccc2c(=O)n(-c3ccccc3)c(=S)[nH]c2c1)N1CCCCC1	i	i
33	CCN(CC(=O)Nc1c(F)cccc1F)C(=O)CSc1nc(C)cc(C)n1	i	i
34	COC(=O)C(CCSC)NC(=O)/C=C/c1ccc(OC)cc1 (configuration not stated)	i	i
35	CN(CC(=O)N1CCN(c2ccccc2)CC1)C1CCCc2ccccc21 (configuration not stated)	i	i
36	Cc1occc1C(=O)Nc1ccc(S(N)(=O)=O)cc1	i	i
37	C=CCN1CCN(C(=O)c2ccc(-c3ccccc3)cc2)CC1	i	i
38	O=C1Nc2ccccc2/C1=N/N=C/c1cccc(O)c1	i	i
39	COc1cc(NC(=O)COC(=O)/C=C/c2ccc(Cl)cc2Cl)cc(OC)c1	i	i
40	O=C1CC(c2ccccc2)N1c1ccccc1 (configuration not stated)	i	i
41	CCC(C)NC(=O)c1ccc(N2CCC3(CC2)OCCO3)c([N+](=O)[O-])c1 (configuration not stated)	i	i
42	CCCCNC(=O)NNC(=O)c1ccco1	i	i
43	c1ccc(Oc2cnc3ccccc3n2)cc1	i	i
44	CCOC(=O)c1c(CN2CCCCC2)n(C)c2ccc(OC)c(S(=O)(=O)c3ccccc3)c12	i	i
45	CC(=O)c1cccc(NC(=O)C(C)OC(=O)Cc2n[nH]c(=O)c3ccccc23)c1 (configuration not stated)	i	i
46	NC(=O)CN1C(=O)C(=O)N(Cc2ccc(F)cc2)C1=O	i	i
47	CCCCOC(=O)N1CCOCCOCCOCC1	i	i
48	COc1ccc(CCNC(=O)CSc2nnc(CNC(=O)c3cc(OC)c(OC)c(OC)c3)o2)cc1OC	i	i
49	O=C(CSc1ccc2nnc(-c3ccccc3)n2n1)NCc1ccco1	i	i
50	Cc1[nH]c(-c2ccc3c(c2)OCO3)nc1C(=O)O	i	i

Looked up by compound from above (5):
entry	canonical_smiles	KCNQ2 inh	CHT block
28	COCCn1c(-c2ccc(SC)cc2)nc2c1c(=O)[nH]c(=O)n2CC(C)C	i	i
49	O=C(CSc1ccc2nnc(-c3ccccc3)n2n1)NCc1ccco1	i	i
14	CCCC(=O)Nc1ccc(C(=O)Nc2cc(C(F)(F)F)ccc2Cl)cc1	i	i
41	CCC(C)NC(=O)c1ccc(N2CCC3(CC2)OCCO3)c([N+](=O)[O-])c1 (configuration not stated)	i	i
24	COc1cccc(OCc2cc(C(=O)N(C)CCOc3ccc(C)cc3)no2)c1	i	i

(more compounds)
entry	canonical_smiles	KCNQ2 inh	CHT block
51	O=C(Nc1nnc(C2CC2)o1)c1ccc(S(=O)(=O)N2CCCc3ccccc32)cc1	i	i
52	CC1(C)CC2CC(C)(CN2C(=O)COC(=O)CNC(=O)c2ccc(Cl)c(Cl)c2)C1 (configuration not stated)	i	i
53	CCCc1cc(=O)oc2cc(C)cc(OCC(=O)NCCCN3CCCC3=O)c12	i	i
54	CCc1nc2sc(C)c(C)c2c(=O)n1CCO	i	i
55	CCC(CC)=NNc1ccc(S(N)(=O)=O)cc1[N+](=O)[O-]	i	i
56	CC(C)(C)c1cc(OC(=O)c2ccccc2F)ccc1O	i	i
57	CC(c1ccccc1)n1c(CO)nc2ccccc21 (configuration not stated)	i	i
58	CC(=O)c1ccc(NC(=O)CSc2nnc(-c3ccncc3)o2)cc1	i	i
59	CC(C)C(=O)Nc1ccc(Cc2ccc(NC(=O)C(C)C)c(O)c2)cc1O	i	i
60	O=C(C1=C[C@@H](c2ccc(Br)cc2)C[C@@H](OCc2ccc(CO)cc2)O1)N1CCN(Cc2ccccc2)CC1	i	i
61	CCc1cc2c(=O)c(Oc3ccccc3F)c(C)oc2c(CN(C)C)c1O	i	i
62	COC(=O)c1c(C(=O)OC)c(-c2ccc(C)cc2)n2c1CCC2	i	i
63	O=S(=O)(NC1c2cccc3cccc(c23)C1Sc1ncccn1)c1ccccc1 (configuration not stated)	-6.4*	i
64	COc1ccc(CCNc2ccc(C(CC(N)=O)NC(=O)Cc3cccc4ccccc34)cc2[N+](=O)[O-])cc1 (configuration not stated)	i	i
65	CS(=O)(=O)Nc1ccc(C2=NN(C(=O)CCCC(=O)O)C(c3cccs3)C2)cc1 (configuration not stated)	i	i
66	Cc1nn(Cc2ccccc2)c(C)c1CCC(=O)O	i	i
67	O=C(NNC(=O)C1CCCO1)c1ccc(F)cc1 (configuration not stated)	i	i
68	COc1cccc(NC(=O)COC(=O)Cc2ccc(Br)cc2)c1	i	i
69	O=C(CSc1nnnn1-c1cccc2c1CCCC2)N1CCOCC1	i	i
70	O=C(N/N=C/c1ccccc1O)C1(O)c2ccccc2-c2ccccc21	i	i
71	CC(=O)OCC1OC(OCc2cn(C[C@H]3CC[C@@H]([C@@H]4CC[C@H](Cn5cc(COC6OC(COC(C)=O)C(OC(C)=O)C(OC(C)=O)C6OC(C)=O)nn5)O4)O3)nn2)C(OC(C)=O)C(OC(C)=O)C1OC(C)=O (some centres not stated)	i	i
72	Cc1oc(S(=O)(=O)N2CCOCC2)cc1C(=O)Nc1ccc(F)cc1	i	i
73	COc1ccc(NS(=O)(=O)c2cccc(C(=O)NNC(=O)COc3ccccc3)c2)cc1	i	i
74	CSCCC(Nc1nc2ccccc2s1)C(=O)O (configuration not stated)	i	i
75	Nc1c(N=O)c(=O)[nH]c(=O)n1-c1ccccc1	i	i
76	Cn1c(=O)[nH]c(=O)c2[nH]c(NCCCN3CCOCC3)nc21	i	i
77	CCOC(=O)C(C)Sc1nnc(NC(=O)c2ccc3c(c2)OCO3)s1 (configuration not stated)	i	i
78	O=C(COc1cccnc1[N+](=O)[O-])NCCc1ccc(F)cc1	i	i
79	COc1ccc(S(=O)(=O)N2CC(C(=O)O)Oc3ccccc32)cc1 (configuration not stated)	i	i
80	Cc1csc(NC(=O)CSc2nsc(SCC(=O)Nc3nc(C)cs3)c2C#N)n1	i	i
81	CCOC(=O)C1(O)CC(C)=NN1C(=O)c1cccc(Cl)c1 (configuration not stated)	i	i
82	O=C(NCC(c1cccnc1)N1CCOCC1)c1cccc(Cl)c1 (configuration not stated)	i	i
83	c1ccc2c(CCNc3ncnc4nc[nH]c34)c[nH]c2c1	i	i
84	COc1ccc(/C=N/OCC(=O)NC(c2ccccc2)c2ccccc2)c(OC)c1	i	i
85	CN1CCC(N2CCCC(C(=O)O)C2)CC1 (configuration not stated)	i	i
86	CCOC(=O)c1ccccc1NC(=O)c1ccccc1N(C)S(C)(=O)=O	i	i
87	COCCCN1C(=O)C(=O)/C(=C(/O)c2ccc(OCC(C)C)cc2)C1c1cccnc1 (configuration not stated)	i	i
88	Cc1ccc(-c2nnc(-c3cccs3)o2)cc1	i	i
89	Cc1noc(C)c1CSc1nnc(-c2ccccc2)n1N	i	i
90	CC(=O)N1CCN=C1SCc1cccc(F)c1	i	i
91	Cc1ccc2cc(C)c(Sc3nnnn3-c3ccccc3)nc2c1	i	i
92	CC(C)COc1ccc(C(=O)N(Cc2ccco2)C2CCS(=O)(=O)C2)cc1 (configuration not stated)	i	i
93	Nc1nc(NC(=O)c2cccnc2)nn1-c1ccccc1	i	i
94	Cn1c2ccc(F)cc2c2ncn(Cc3ccco3)c(=O)c21	i	i
95	CCN(CC)S(=O)(=O)c1cccc(N=Nc2sc(N)nc2C)c1	i	i
96	Cc1ccc(S(=O)(=O)N2CCC(C(=O)Nc3ccccc3N3CCCC3)CC2)cc1	i	i
97	Cc1ccc(-n2c(C)cc(C(=O)COC(=O)C3=NNC(=O)CC3)c2C)cc1	i	-6.5*
98	Nc1c(C2=NCCO2)nnn1Cc1ccccc1	i	i
99	COc1ccc(C2CC(c3ccc4ccccc4c3)=NN2C(=O)CNC2CCCCC2)cc1 (configuration not stated)	i	i
100	CCOC(=O)N1CCC(NC(=O)Cn2cc3c(n2)CCC(C)C3)CC1 (configuration not stated)	i	i

The list goes on; the last five above are carried over.
entry	canonical_smiles	KCNQ2 inh	CHT block
96	Cc1ccc(S(=O)(=O)N2CCC(C(=O)Nc3ccccc3N3CCCC3)CC2)cc1	i	i
97	Cc1ccc(-n2c(C)cc(C(=O)COC(=O)C3=NNC(=O)CC3)c2C)cc1	i	-6.5*
98	Nc1c(C2=NCCO2)nnn1Cc1ccccc1	i	i
99	COc1ccc(C2CC(c3ccc4ccccc4c3)=NN2C(=O)CNC2CCCCC2)cc1 (configuration not stated)	i	i
100	CCOC(=O)N1CCC(NC(=O)Cn2cc3c(n2)CCC(C)C3)CC1 (configuration not stated)	i	i
101	COc1cc(NC(=O)c2ccco2)c(OC)cc1NC(=O)CSc1ncc(-c2ccc(F)cc2)[nH]1	i	i
102	COc1ccccc1NC(=O)CSc1nnnn1-c1ccccc1F	i	i
103	C/C(=N/NC(=O)CNC(=O)CCc1ccccc1)c1ccc(Cl)c(Cl)c1	i	i
104	COCC(C)NS(=O)(=O)c1ccc(C(=O)NCCCn2ccc3ccccc32)cc1 (configuration not stated)	i	i
105	O=C(OCC(=O)N1CCOCC1)c1cc(F)c(F)cc1Cl	i	i
106	Cc1cc(NC(=O)CC(C)C)c(=O)n(Cc2cccc(F)c2)c1	i	i
107	CCOCC(=O)Nc1nnc(Cc2ccc(OC)c(OC)c2)s1	i	i
108	N#CC(C#N)=Cc1cc2ccccc2nc1N1CCCCC1	i	i
109	Cc1ccc(C(=O)NC(=S)Nc2ccccc2N2CCCC2)cc1[N+](=O)[O-]	i	i
110	O=[N+]([O-])c1ccc(C[n+]2cccc(O)c2)cc1	i	i
111	Cc1ccccc1Cn1cc(C)c(=O)[nH]c1=O	i	i
112	Cc1ccc(C(=O)Oc2cc(C)n(C)c(=O)c2)cc1	i	i
113	COc1ccc(NC(=O)c2ccc(-n3nc(C)cc3C)cc2)cc1OC	i	i
114	O=C(NCCN1CCOCC1)c1ccc(Cl)c(S(=O)(=O)N2CCOCC2)c1	i	i
115	CC(=O)c1ccc(NC(=O)C2CCCN(c3ncnc4c3nc3n4CCCCC3)C2)cc1 (configuration not stated)	i	i
116	Cc1cc(C)nc(/N=C2\NC(=O)CC(C(=O)O)N2c2ccc(Oc3ccccc3)cc2)n1 (configuration not stated)	i	i
117	CC1=C(C(=O)OC2CCCCC2)C(c2ccccc2Br)NC(=O)N1 (configuration not stated)	i	i
118	CCOc1cc(C(=O)N2CCCN(C)CC2)cc(OCC)c1OCC	i	i
119	Cc1cc(C)cc(NC(=O)c2ccc(CSc3nnc(C)s3)cc2)c1	i	i
120	COC(=O)C1Cc2ccccc2CN1C(=O)CCl (configuration not stated)	i	i
121	CC(C)NS(=O)(=O)c1cccc2nsnc12	i	i
122	C/C(N)=C(/C#N)C(=O)COC(=O)[C@@H](NC(=O)c1ccccc1Cl)C(C)C	i	i
123	O=C(CSc1ncccn1)Nc1ccccc1	i	i
